# SRC1 inh – SRC1 coactivator transcriptional activity inhibitors, primary screen, cell-based, luminescence | HEK293 GAL4-SRC1 luciferase reporter | inhibition, % at 3.6 µM | actives 0.12% (n = 360,000);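 active means inhibition above the campaign mean plus 3 SD, with each screening campaign given its own cutoff, cut at about 60% in these data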;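 further: 0% = DMSO treated cells and 100% = gossypol at 36 µM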
# Exocytosis inh – LAMP-1 surface exposure blockers, TALL-104 cells – cell-based, flow cytometry, MLPCN library, primary screen. TALL-104 LAMP-1 surface exposure; cells stimulated with thapsigargin and PMA. inhibition, % at 10 µM. actives 0.66% (n = 360,000). AID 651702, 2012;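 active means inhibition above about 55%, limit read from the data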
# ABHD5 PLIN5 PPI – ABHD5-PLIN5 interaction inhibitors, primary screen, cell lysate, split luciferase complementation, luminescence. inhibition, % at 4 µM. actives 0.78% (n = 360,000). Split G. princeps luciferase complementation, 4 h;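 active means inhibition above the mean inhibition across every tested compound plus 3 SD, cut at about 22% in these data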;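 further: 0% = DMSO only wells and the 100% control is not disclosed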
# TROY signal inh – inhibitors of TROY-driven NF-kB signaling, primary screen, Q293 LMP1-TROYcd cells, NF-kB luciferase, uHTS; Q293 LMP1-TROYcd NF-kB luciferase reporter, 4 h; inhibition, % at 10 µM; actives 0.98% (n = 360,000); AID 1347056, 2019;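 active means compounds whose plate-normalised and pattern-corrected inhibition of the luciferase reporter signal at the single screening dose is 50% or more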
# NOD2-RIPK2 inh – NOD2-RIPK2 binding disruptors in cells, primary screen, fluorescence, CHO cells, BLA complementation; Receptor-interacting serine/threonine-protein kinase 2 (Homo sapiens), O43353; CCF4 ratio; inhibition, % at 4.98 µM; actives 0.38% (n = 360,000); AID 624267, 2012; in the data active means inhibition above about 21%;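 further: 0% = vehicle only and 100% = reference blocker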
# NR2F2 inh – NR2F2 transcriptional activity inhibitors, primary screen, cell-based, luciferase reporter, HEK293T, luminescence | COUP transcription factor 2 (Homo sapiens), P24468 | actives 0.7% (n = 370,000) | HEK293T NGFI-A luciferase reporter | inhibition, % at 8.6 µM;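 active means inhibition above a per-plate cutoff, mean inhibition of test wells between control levels plus 3 SD, cut at about 38% in these data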;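 further: cells cotransfected with COUP-TFII expression vector driving the NGFI-A reporter; 0% = median of COUP-TF2 test wells and 100% = reporter-only cells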
# NCOA2 inhibitor – inhibition of GAL4-SRC2 driven luciferase reporter, primary screen, SRC2 inhibitor project, cell-based, luminescence | Nuclear receptor coactivator 2 (Homo sapiens), Q15596 | HEK293 GAL4-SRC2 luciferase reporter | inhibition, % at 9 µM | actives 0.17% (n = 370,000);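 active means inhibition above the mean inhibition of all tested compounds plus 3 SD, set per campaign, cut at about 52% in these data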;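 further: 0% = DMSO treated cells and 100% = cells given Gossypol at 36 µM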
# SRC3 inh – SRC3 coactivator transcriptional activity inhibitors, primary screen, cell-based, luminescence; inhibition, % at 3.6 µM; Nuclear receptor coactivator 3 (Homo sapiens), Q9Y6Q9; HEK293 GAL4-SRC3 luciferase reporter; actives 0.17% (n = 360,000);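 active means inhibition above a per-campaign cutoff, the mean of all compounds plus 3 SD, cut at about 60% in these data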;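 further: 0% = DMSO-treated cells and 100% = gossypol-treated cells at 36 µM; higher means less SRC3-driven luciferase light from the GAL4 reporter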
# Target sequence (Q9Y6Q9 whole entry, looked up, the tested form may be a part): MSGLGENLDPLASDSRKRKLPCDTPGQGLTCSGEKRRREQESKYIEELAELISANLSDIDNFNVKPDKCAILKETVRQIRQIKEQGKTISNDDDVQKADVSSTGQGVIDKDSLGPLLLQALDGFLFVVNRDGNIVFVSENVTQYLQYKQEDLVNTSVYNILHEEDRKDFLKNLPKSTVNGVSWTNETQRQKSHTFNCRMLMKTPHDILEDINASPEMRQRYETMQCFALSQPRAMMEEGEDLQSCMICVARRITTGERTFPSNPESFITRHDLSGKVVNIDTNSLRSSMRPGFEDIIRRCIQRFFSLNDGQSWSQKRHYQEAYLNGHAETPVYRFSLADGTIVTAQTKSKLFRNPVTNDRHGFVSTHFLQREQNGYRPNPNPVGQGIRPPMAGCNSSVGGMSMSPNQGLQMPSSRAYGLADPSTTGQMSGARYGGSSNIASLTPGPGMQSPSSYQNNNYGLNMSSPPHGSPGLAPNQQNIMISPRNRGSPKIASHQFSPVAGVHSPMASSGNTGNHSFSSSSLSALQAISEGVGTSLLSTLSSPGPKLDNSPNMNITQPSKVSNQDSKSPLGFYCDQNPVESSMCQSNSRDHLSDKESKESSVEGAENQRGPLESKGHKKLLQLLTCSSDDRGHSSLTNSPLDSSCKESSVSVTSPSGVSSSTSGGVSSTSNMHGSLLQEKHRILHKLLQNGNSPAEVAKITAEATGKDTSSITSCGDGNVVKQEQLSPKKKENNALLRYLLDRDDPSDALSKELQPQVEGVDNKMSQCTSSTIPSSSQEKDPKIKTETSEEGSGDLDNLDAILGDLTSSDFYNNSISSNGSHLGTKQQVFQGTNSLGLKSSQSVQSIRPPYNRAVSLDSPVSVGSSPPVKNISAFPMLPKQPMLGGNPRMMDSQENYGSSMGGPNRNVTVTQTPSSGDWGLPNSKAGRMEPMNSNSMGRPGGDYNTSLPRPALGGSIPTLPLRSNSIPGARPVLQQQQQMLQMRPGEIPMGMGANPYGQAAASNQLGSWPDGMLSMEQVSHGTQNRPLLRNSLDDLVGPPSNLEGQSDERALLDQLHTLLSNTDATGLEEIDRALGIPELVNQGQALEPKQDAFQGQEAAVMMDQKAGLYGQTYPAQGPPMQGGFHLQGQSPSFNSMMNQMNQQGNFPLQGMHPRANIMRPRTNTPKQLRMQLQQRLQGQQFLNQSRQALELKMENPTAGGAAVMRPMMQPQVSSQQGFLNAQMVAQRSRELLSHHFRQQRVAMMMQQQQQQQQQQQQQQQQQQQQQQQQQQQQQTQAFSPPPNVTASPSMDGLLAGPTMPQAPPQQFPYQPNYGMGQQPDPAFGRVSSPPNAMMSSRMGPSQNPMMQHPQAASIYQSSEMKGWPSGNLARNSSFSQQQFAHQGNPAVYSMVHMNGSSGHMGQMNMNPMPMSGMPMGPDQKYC
# TLR9-MyD88 inh – inhibitors of TLR9-MyD88 association in cells, primary screen, cell-based, CHO, BLA complementation, fluorescence; inhibition, % at 4.98 µM; Toll-like receptor 9 (Homo sapiens) + Myeloid differentiation primary response protein …; actives 0.21% (n = 340,000); CCF4 FRET ratio;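 active means inhibition above the mean over all tested compounds plus 3 SD, cut at about 21% in these data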;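 further: 0% = DMSO only wells and 100% = clavulanate BLA inhibitor control wells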
# NR5A2 inv ag – LRH-1 (NR5A2) inverse agonists, primary screen, cell-based, luminescence, HEK293T, StAR-luciferase reporter; AID 602396, 2012; inhibition, % at 3.6 µM; actives 0.13% (n = 360,000); LRH-1 transfected, 24 h;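 active means inhibition above the mean inhibition of all tested compounds plus 3 SD, cut at about 73% in these data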;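 further: 0% = DMSO wells and 100% = reporter-only cells lacking LRH-1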
# TWEAK-Fn14 inh – inhibitors of TWEAK-Fn14 signaling, primary screen, luciferase reporter cells, uHTS; TWEAK-stimulated Fn14 reporter cells, luciferase luminescence, 8 h; inhibition, % at 10 µM; actives 2% (n = 360,000); in the data active means inhibition above about 50%
# * hit, by the source's call; nt = not tested or not shown. Not all compounds are listed, so the mix of outcomes need not match the whole.
# The opening eight records, ahead of the listing:
1	Cc1ccc(C(C)C)cc1S(=O)(=O)NCc1cccnc1
2	CC(OC(=O)/C=C/c1ccccc1Cl)C(=O)NC1CCCCC1C (stereo unspecified)
3	CCCc1c2c(cc3c(=O)cc(C(=O)OCC)oc13)CCCC2
4	CCC1(CC)Cc2ccccc2-c2nc(NN)[nH]c(=O)c21
5	CCOc1ccccc1N(CC(=O)NC(C)(C)C)C(=O)c1ccc(CN2CCOCC2)o1
6	CC(C)c1ccc(NC(=O)CSc2n[nH]c(=O)n2-c2cccnc2)cc1
7	O=C1c2ccccc2NC(c2cccnc2)N1c1ccccc1F (stereo unspecified)
8	COc1cccc(NC(=S)N(Cc2ccc(Cl)cc2)Cc2ccc(C(=O)O)cc2)c1

entry no.	1	2	3	4	5	6	7	8
TWEAK-Fn14 inh	2	-32	8	-14	8	0	11	-11
SRC3 inh	8	18	-6	10	-4	22	17	8
NCOA2 inhibitor	0	-2	12	14	2	-30	-5	16
TLR9-MyD88 inh	-14	-4	6	-5	1	-8	2	-2
TROY signal inh	-16	-5	-9	14	13	-2	-11	2
NR2F2 inh	5	17	-13	13	-4	3	-22	-8
NR5A2 inv ag	-3	1	-12	-7	9	10	16	-5
Exocytosis inh	-2	-5	31	-5	1	3	1	0
NOD2-RIPK2 inh	-2	-14	-6	-10	-14	5	-9	-1
SRC1 inh	15	-5	-6	3	-11	-19	-8	-23
ABHD5 PLIN5 PPI	-3	12	2	-9	9	-8	-3	-1

# This part in full (from the top)
1	Cc1ccc(C(C)C)cc1S(=O)(=O)NCc1cccnc1
2	CC(OC(=O)/C=C/c1ccccc1Cl)C(=O)NC1CCCCC1C (stereo unspecified)
3	CCCc1c2c(cc3c(=O)cc(C(=O)OCC)oc13)CCCC2
4	CCC1(CC)Cc2ccccc2-c2nc(NN)[nH]c(=O)c21
5	CCOc1ccccc1N(CC(=O)NC(C)(C)C)C(=O)c1ccc(CN2CCOCC2)o1
6	CC(C)c1ccc(NC(=O)CSc2n[nH]c(=O)n2-c2cccnc2)cc1
7	O=C1c2ccccc2NC(c2cccnc2)N1c1ccccc1F (stereo unspecified)
8	COc1cccc(NC(=S)N(Cc2ccc(Cl)cc2)Cc2ccc(C(=O)O)cc2)c1

entry no.	1	2	3	4	5	6	7	8
TWEAK-Fn14 inh	2	-32	8	-14	8	0	11	-11
SRC3 inh	8	18	-6	10	-4	22	17	8
NCOA2 inhibitor	0	-2	12	14	2	-30	-5	16
TLR9-MyD88 inh	-14	-4	6	-5	1	-8	2	-2
TROY signal inh	-16	-5	-9	14	13	-2	-11	2
NR2F2 inh	5	17	-13	13	-4	3	-22	-8
NR5A2 inv ag	-3	1	-12	-7	9	10	16	-5
Exocytosis inh	-2	-5	31	-5	1	3	1	0
NOD2-RIPK2 inh	-2	-14	-6	-10	-14	5	-9	-1
SRC1 inh	15	-5	-6	3	-11	-19	-8	-23
ABHD5 PLIN5 PPI	-3	12	2	-9	9	-8	-3	-1

9	Cc1ccc2c(c1)cc1c(=O)n(CC(=O)NCc3ccccn3)nc(C)n12
10	CCC(=O)N1CCc2cc(S(=O)(=O)NC(Cc3ccccc3)C(=O)NC3CCCC3)ccc21 (stereo unspecified)
11	CCc1nc(N2CCCC(C)C2)c2oc3ccccc3c2n1 (stereo unspecified)
12	O=C(c1ccccc1)c1nn(-c2ccccc2)c2nnc(Cc3ccccc3)c(=O)n12
13	Brc1cccc(CNc2nc3ccccc3n2CCN2CCCCC2)c1
14	O=C(Nc1c(F)cccc1F)C(c1ccccc1)c1ccccc1
15	Cc1cc(=O)n2nc(N3CCCC3C(=O)Nc3cccc(Cl)c3C)sc2n1 (stereo unspecified)
16	COc1ccc(C2CC(=O)N(c3ccccc3)C3=C2C(=O)CCC3)cc1 (stereo unspecified)

entry no.	9	10	11	12	13	14	15	16
TWEAK-Fn14 inh	-15	-4	-8	14	-8	-22	4	-2
SRC3 inh	-3	-4	11	6	11	16	6	7
NCOA2 inhibitor	nt	-24	14	1	-1	3	-4	-3
TLR9-MyD88 inh	13	3	2	-8	-7	nt	-3	nt
TROY signal inh	-7	1	19	16	9	4	10	16
NR2F2 inh	nt	12	2	-11	8	17	12	-7
NR5A2 inv ag	8	10	13	-2	-27	12	1	-2
Exocytosis inh	-2	-3	8	1	1	-2	-1	6
NOD2-RIPK2 inh	-16	1	-7	-10	2	-13	2	-4
SRC1 inh	-43	-12	24	4	-1	-7	4	-7
ABHD5 PLIN5 PPI	-9	-2	-6	-1	4	-3	-5	0

17	CCC1CCCCN1C(=O)COC(=O)c1n[nH]c2ccccc12 (stereo unspecified)
18	CN(CC(=O)Nc1c(Cl)cccc1Cl)C(=O)CNC(=O)c1ccc2ccccc2c1
19	Cc1ccccc1C(=O)NC1CCN(CC(=O)Nc2ccc(Br)cc2)CC1
20	Cc1ccc(-n2cccn2)c(CN2CCC(CO)(CCc3ccccc3)CC2)c1
21	COc1ccccc1CN1CCC(CNS(=O)(=O)c2cc(-c3onc(C)c3C)ccc2OC)CC1
22	CCn1c(=N)n(CC(O)COc2ccc(C)cc2)c2ccccc21 (stereo unspecified)
23	CCCCn1c(=O)c(CCC(=O)OCC(=O)NC(C)c2ccccc2)nc2ccccc21 (stereo unspecified)
24	Cc1cccc(-c2nn(-c3ccccc3)cc2C(=O)N(C)CC(=O)Nc2ccc(N3CCOCC3)cc2)c1

entry no.	17	18	19	20	21	22	23	24
TWEAK-Fn14 inh	9	-13	-18	-19	4	-22	-18	-7
SRC3 inh	-2	-8	-5	24	-19	25	-14	-3
NCOA2 inhibitor	9	9	-9	5	-12	-7	-10	-51
TLR9-MyD88 inh	-1	-6	7	3	-6	3	4	-1
TROY signal inh	nt	-18	-8	8	-1	-3	0	-49
NR2F2 inh	-3	-3	-4	10	4	-19	4	-21
NR5A2 inv ag	-11	20	48	6	0	26	8	13
Exocytosis inh	-2	2	2	4	2	-4	2	2
NOD2-RIPK2 inh	8	-6	5	-11	-14	-2	-4	-12
SRC1 inh	-17	30	0	-6	0	4	0	-21
ABHD5 PLIN5 PPI	-5	4	-6	4	3	0	-2	-4

25	CC(C)c1nccn1S(=O)(=O)c1cc(Cl)ccc1Cl
26	CCN(CCO)c1nc(SC)nc2c1sc1nc(-c3ccco3)c3c(c12)CCC3
27	Cc1cc(-c2nnc(-c3cccc(Cl)c3)o2)no1
28	COCCNC(=O)C(c1ccccc1)N(Cc1cccs1)C(=O)Cn1nnc2ccccc21 (stereo unspecified)
29	COC(=O)c1[nH]c2cccc(OC)c2c1NC(=O)CCN1CCN(c2ccccc2OC)CC1
30	Cn1c(NC2CCCCC2)cc(=O)n(C)c1=O
31	COCCCOc1cc(NCc2ccccc2)c2ncn(C(C)C)c2c1
32	Nc1oc2ccccc2c(=O)c1C=O

entry no.	25	26	27	28	29	30	31	32
TWEAK-Fn14 inh	-6	-4	-8	2	20	-4	-23	-8
SRC3 inh	6	-16	-84	13	16	11	16	6
NCOA2 inhibitor	-10	nt	-22	12	-3	9	-3	-21
TLR9-MyD88 inh	2	-5	0	-2	0	0	-7	-4
TROY signal inh	-7	11	-105	-1	-2	-2	-8	-13
NR2F2 inh	-2	nt	-15	8	6	-37	17	4
NR5A2 inv ag	11	14	-130	26	2	-2	33	11
Exocytosis inh	-3	1	-17	-2	2	-10	-3	-3
NOD2-RIPK2 inh	6	-4	-3	2	-12	-19	-12	0
SRC1 inh	0	-2	-66	0	-6	7	3	18
ABHD5 PLIN5 PPI	1	2	4	1	10	-15	-7	-1

33	Fc1ccccc1Cc1nnc2n1N=C(c1ccc(Cl)cc1)CS2
34	Cc1ccc(Cl)c(OCC(=O)Nc2ccc3c(c2)OCCO3)c1
35	O=C(Cc1cccs1)Nc1cccc(-c2nc3ccccc3[nH]2)c1
36	Cc1cc(C)nc(SCC(=O)Nc2ncc3c(n2)CC(C)(C)CC3=O)n1
37	Cc1c(Cl)cccc1NC(=O)COC(=O)C12CC3CC(CC(O)(C3)C1)C2
38	Cc1sc(NC(=O)/C=C/c2ccc3c(c2)OCO3)nc1-c1ccccc1
39	CC(C)(C)OC(=O)NCCCCCNC(=O)c1[nH]cnc1C(=O)Nc1cccc(Cl)c1
40	Cc1ccc(CC(=O)Nc2nccs2)cc1C

entry no.	33	34	35	36	37	38	39	40
TWEAK-Fn14 inh	-14	-3	2	3	-57	88*	40	3
SRC3 inh	29	-83	-9	2	-27	51	8	-11
NCOA2 inhibitor	10	-28	2	10	23	14	-14	3
TLR9-MyD88 inh	-6	-9	-6	-4	6	-1	0	-6
TROY signal inh	5	-27	-20	3	-74	27	15	-27
NR2F2 inh	0	-76	10	10	-36	-6	18	12
NR5A2 inv ag	4	-141	-22	-7	-15	61	-4	-18
Exocytosis inh	0	-1	1	1	-13	3	-6	26
NOD2-RIPK2 inh	-19	1	-12	-12	-7	-5	5	-5
SRC1 inh	-5	-92	-20	9	-11	46	4	-7
ABHD5 PLIN5 PPI	1	-6	2	-2	9	0	-1	-12

41	CCc1ncc(CN2CCCC(C(=O)Nc3cccc(-c4ccc(F)cc4)c3)C2)cn1 (stereo unspecified)
42	CCCc1nnc(NC(=O)CS(=O)(=O)c2ccc(C)cc2)s1
43	CC(C)NC(=O)C(c1ccc(F)cc1)N(C(=O)CCC(=O)Nc1ccccn1)C1CCCCC1 (stereo unspecified)
44	Cc1ccccc1C(=O)N1CCc2cc(-c3csc(NC(=O)CN4CCCC4)n3)ccc21
45	CCCCN1C(=O)NC2NC(=O)NC21 (stereo unspecified)
46	COc1ccc(C(=O)NCc2nnc(SCC(=O)NCCc3ccccc3)o2)cc1
47	CC(C)N(C(=O)CC1ON(C)C(=O)N1c1ccc(Cl)cc1)C(C)C (stereo unspecified)
48	CCN1C(=O)[C@H]2[C@@H](c3ccc(OC)cc3)N3C(=O)CN(CCOC)C(=O)[C@@]3(C)[C@H]2C1=O
49	CCc1cc2c(SCC(=O)NC3CCS(=O)(=O)C3)ncnc2s1 (stereo unspecified)

entry no.	41	42	43	44	45	46	47	48	49
TWEAK-Fn14 inh	-9	-2	13	31	0	-2	2	7	-2
SRC3 inh	5	-16	9	-29	18	-3	19	-13	8
NCOA2 inhibitor	-1	7	5	9	12	6	10	-14	9
TLR9-MyD88 inh	-2	-12	4	-15	6	-4	1	-1	3
TROY signal inh	9	-17	4	21	4	-14	11	-13	-5
NR2F2 inh	-5	-22	-4	-18	-1	4	11	-8	-27
NR5A2 inv ag	-15	-5	14	-14	-4	8	0	14	7
Exocytosis inh	-1	4	3	-10	-3	-10	-3	0	0
NOD2-RIPK2 inh	-3	-6	3	3	4	5	-7	-3	-7
SRC1 inh	10	-16	12	-25	-8	6	-3	13	0
ABHD5 PLIN5 PPI	7	14	-3	5	0	1	-2	1	11

# Source: PubChem (several laboratories)
